MRP resist rev: reverses drug resistance mediated by MRP | H69AR cells + 2 uM doxorubicin, CellTiter-Glo, 72 h | differential viability (reversal), % at 10 µM | 85,000 compounds, 0.04% hits | AID 602;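 active = viability drop by adding the cancer drug above about 55%, with treated viability meeting a 40% cutoff, limit read from the data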;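 note: viability without doxorubicin minus viability with 2 µM doxorubicin for each compound; larger differential means the compound sensitizes cells more to doxorubicin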
NFkB transloc pot: enhances IL-1B driven NFkB nuclear translocation; activation, % at 2 µM; HUVEC IL-1B NFkB p65 nuclear translocation imaging; 94,000 compounds, 0.3% hits;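 active = activation above 40%, about the mean plus 3 SD, also judged a hit on visual image review; inconclusive = activation above 40% but not a hit on visual review; inactive = activation not above 40% and no visual hit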;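 note: percent activation is computed from the nuclear over cytoplasmic p65 intensity ratio; values of inactives mirror those of a sister screen read the other way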
Bcl-B TR3 displacers: displacers of TR3 peptide from Bcl-B, primary screen, selectivity assay for Bfl-1 inhibitor project, biochemical, fluorescence polarization | 96,000 compounds, 0.11% hits | FP displacement of FITC-TR3 peptide from Bcl-B; higher % means a stronger effect | displacement, % at 20 µM, or IC50 in µM where a hit was titrated;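 active = displacement above 50% at 20 µM plus a fluorescence interference ratio under 1.5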;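 note: plate controls were wells without compound for no effect and wells lacking Bcl-B protein for full effect; a part of the inactive calls stands beside numbers as strong as those of hits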
NFkB transloc inh: blocks IL-1B driven NFkB nuclear translocation in HUVEC cells | inhibition, % at 2 µM | 94,000 compounds, 0.43% hits | HUVEC IL-1B NFkB p65 nuclear translocation imaging;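 active = inhibition above about 30% together with a positive call from visual inspection of the well image, limit read from the data; inconclusive = inhibition above a set limit but visual check negative; inactive = inhibition not above a set limit, visual check negative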;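 note: nuclear over cytoplasmic p65 intensity ratio measured by imaging; 0% = IL-1B stimulated DMSO wells and 100% = unstimulated DMSO wells; values of inactives mirror those of a sister screen read the other way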
PLAP inhibition: inhibition of human placental alkaline phosphatase – biochemical, luminescence, HTS (AID 690); inhibition, % at 20 µM, or IC50 in µM where a hit was titrated; 96,000 compounds, 0.08% hits; purified PLAP, luminescent substrate; higher % means a stronger effect; in the data active = a potency from the dose series; inactive = the rest, 99 in 100 with inhibition below about 30%; note: strong numbers were not always called active
MRP resist rev cytotoxicity: second read-out of MRP resist rev, no call of its own (marks repeat the call); viability, %; H69AR cells, CellTiter-Glo, 72 h; measured here: cytotoxicity without doxorubicin
MRP resist rev with doxorubicin: further read-out of MRP resist rev, marked with its call; viability, %; measured here: viability with 2 uM doxorubicin; stronger effect = lower value
NFkB transloc inh cell count 2 µM: also measured in NFkB transloc inh; calls as there; cell count; measured here: cells passing quality filter;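 raw number of nuclei counted in each imaged well without normalization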
NFkB transloc pot cell count 2 µM: also measured in NFkB transloc pot; calls as there; cell count; measured here: cells passing quality filter
* hit, by the source's call; ? = inconclusive; . = no result given. This is a subset; rates above refer to the full screens.

SMILES | MRP resist rev | MRP resist rev cytotoxicity | MRP resist rev with doxorubicin | NFkB transloc pot | NFkB transloc pot cell count 2 µM | Bcl-B TR3 displacers | NFkB transloc inh | NFkB transloc inh cell count 2 µM | PLAP inhibition
CC(C)COn1c(=S)[nH]c2ccccc2c1=O | -21.4 | 88.0 | 109.5 | 7.8 | 167 | -11.9% | -7.8 | 167 | 7.2%
CC(c1ccccc1)C1CC(=O)N(CC(=O)O)C1=O (configuration not stated) | 1.1 | 106.7 | 105.6 | 2.0 | 118 | -1.1% | -2.0 | 118 | 8.7%
Cc1ccc(C(=O)NCCc2csc(C)n2)cc1 | 13.1 | 99.9 | 86.8 | -5.4 | 48 | -0.3% | 5.4 | 48 | 1.7%
O=C(COC(=O)CSCC(=O)N1CCCCC1)Nc1ccc(Cl)cc1 | 8.1 | 95.6 | 87.5 | -0.4 | 128 | -5.9% | 0.4 | 128 | 5.6%
c1ccc(CCc2nc(-c3ccc(-n4cccc4)cc3)no2)cc1 | -12.1 | 93.8 | 105.9 | -8.8 | 154 | -3.3% | 8.8 | 154 | 29.9%
O=C(NC1CCCCC1)C(c1ccc2ncccc2c1)N(Cc1ccccc1)C(=O)c1cccs1 (configuration not stated) | . | . | . | 13.7 | 78 | -1.5% | -13.7 | 78 | -57.1%
COC(=O)c1cc(C#N)c(NCc2ccccc2)nc1C | -4.1 | 104.7 | 108.8 | -0.3 | 179 | -5.2% | 0.3 | 179 | -12.7%
Cc1cc(C)c(S(C)(=O)=O)c(S(=O)(=O)c2ccc(Cl)cc2)n1 | . | . | . | 2.9 | 117 | -27.0% | -2.9 | 117 | -5.7%
COc1cc(C2C3=C(CCCC3=O)Nc3[nH]n(-c4ccccc4)c(=O)c32)ccc1O (configuration not stated) | . | . | . | -4.6 | 171 | -4.4% | 4.6 | 171 | -10.9%
O=C(CSc1nnc(-c2ccccc2)n1-c1ccccc1)c1cccs1 | . | . | . | 5.6 | 83 | 8.1% | -5.6 | 83 | 4.2%
O=C(c1cc(Br)c(Br)s1)N1CCN(C/C=C/c2ccccc2)CC1 | 5.5 | 76.8 | 71.2 | 7.2 | 166 | 13.1% | -7.2 | 166 | -53.4%
Clc1ccc(OCc2nc(-c3ccncc3)no2)cc1 | 26.1 | 114.5 | 88.4 | 4.3 | 87 | 6.8% | -4.3 | 87 | -11.3%

Complete entries from above. Order of screens: MRP resist rev | MRP resist rev cytotoxicity | MRP resist rev with doxorubicin | NFkB transloc pot | NFkB transloc pot cell count 2 µM | Bcl-B TR3 displacers | NFkB transloc inh | NFkB transloc inh cell count 2 µM | PLAP inhibition
Clc1ccc(OCc2nc(-c3ccncc3)no2)cc1 reads 26.1 | 114.5 | 88.4 | 4.3 | 87 | 6.8% | -4.3 | 87 | -11.3%
CC(C)COn1c(=S)[nH]c2ccccc2c1=O reads -21.4 | 88.0 | 109.5 | 7.8 | 167 | -11.9% | -7.8 | 167 | 7.2%
COc1cc(C2C3=C(CCCC3=O)Nc3[nH]n(-c4ccccc4)c(=O)c32)ccc1O (configuration not stated) reads . | . | . | -4.6 | 171 | -4.4% | 4.6 | 171 | -10.9%
c1ccc(CCc2nc(-c3ccc(-n4cccc4)cc3)no2)cc1 reads -12.1 | 93.8 | 105.9 | -8.8 | 154 | -3.3% | 8.8 | 154 | 29.9%

(further entries)
SMILES | MRP resist rev | MRP resist rev cytotoxicity | MRP resist rev with doxorubicin | NFkB transloc pot | NFkB transloc pot cell count 2 µM | Bcl-B TR3 displacers | NFkB transloc inh | NFkB transloc inh cell count 2 µM | PLAP inhibition
CCCN(CCC)C(=O)c1ccc2c(c1)OCO2 | 5.9 | 97.2 | 91.3 | 25.9 | 121 | . | -25.9 | 121 | .
CCOc1cc(-c2noc(CCCC(N)=O)n2)cc(Br)c1OC | 0.4 | 84.6 | 84.2 | . | . | -5.7% | . | . | -17.5%
O=C(NNC(=O)c1cccc2ccccc12)c1ccco1 | . | . | . | . | . | 4.4% | . | . | -79.1%
O=C(Cn1ncc2c(=O)oc3ccccc3c21)NCCC1=CCCCC1 | -1.8 | 92.3 | 94.1 | 6.0 | 197 | 0.3% | -6.0 | 197 | 5.7%
COCCNC(=O)c1c(N)n(CCCn2ccnc2)c2nc3ccccc3nc12 | -6.7 | 94.9 | 101.7 | -73.1 | 70 | 9.3% | ? | . | -81.9%
CSCCC(NC(N)=O)C(=O)NCc1cccc(Cl)c1 (configuration not stated) | . | . | . | 0.9 | 185 | -14.0% | -0.9 | 185 | 11.6%
COc1ccc(OCCC(=O)NCc2ccccc2)cc1 | -2.1 | 100.3 | 102.3 | 13.5 | 163 | -6.6% | -13.5 | 163 | 6.5%
CCCCC(=O)Nc1ccc(C(=O)N2CCCC(C(=O)OCC)C2)cc1 (configuration not stated) | 6.8 | 96.7 | 89.9 | 20.5 | 142 | -11.8% | -20.5 | 142 | -9.9%
Cc1n[nH]c(=O)nc1NCCc1ccccc1 | 9.6 | 103.1 | 93.5 | 4.5 | 132 | 8.0% | -4.5 | 132 | 21.2%
COc1cc(C(=O)Nc2cccc(-c3nncn3C)c2)cc(OC)c1OC | 9.3 | 83.2 | 73.9 | 8.9 | 147 | -3.5% | -8.9 | 147 | 3.8%
C=CCN(C(=O)Nc1ccc(Cl)cc1)C1CC(=O)N(c2ccc(OC)cc2)C1=O (configuration not stated) | 0.8 | 89.5 | 88.7 | -2.8 | 92 | -3.6% | 2.8 | 92 | 0.8%
Cc1nnc2sc(-c3cccc(NC(=O)c4cccnc4)c3)nn12 | -0.2 | 82.0 | 82.2 | -0.9 | 102 | 34.8% | 0.9 | 102 | 14.3%
O=C1c2ccccc2C(=O)N1CCCCN1CCN(CCCCN2C(=O)c3ccccc3C2=O)CC1 | -19.5 | 79.2 | 98.8 | 14.2 | 106 | . | -14.2 | 106 | .
Cc1ccc2cc(CN(Cc3cccs3)Cc3nnnn3C(C)(C)C)c3nnnn3c2c1 | -2.2 | 82.3 | 84.5 | . | . | 1.3% | . | . | -23.2%
CCCOc1ccc(OCCCCNC(C)CC)cc1 (configuration not stated) | 18.6 | 91.6 | 73.0 | 2.9 | 147 | -1.5% | -2.9 | 147 | 35.0%
COc1cccc(NC(=O)NC2(C(F)(F)F)Oc3ccccc3O2)c1 | -13.8 | 23.2 | 37.1 | -1.9 | 177 | . | 1.9 | 177 | .
O=C(CN1CCN(Cc2ccccc2)CC1)NCC1COc2ccccc2O1 (configuration not stated) | 7.9 | 100.2 | 92.3 | 0.7 | 94 | . | -0.7 | 94 | .
CCn1cc(C(=O)NCC2CCCO2)c(=O)c2cc(S(=O)(=O)N3CCCCCC3)ccc21 (configuration not stated) | -18.6 | 79.4 | 98.0 | -6.0 | 199 | -12.3% | 6.0 | 199 | -37.4%
O=S(=O)(Nc1ccccn1)c1ccc(Cl)cc1 | 14.3 | 100.5 | 86.2 | . | . | 0.9% | . | . | -18.6%
O=C(COC(=O)c1ccc(S(=O)(=O)N2CCOCC2)cc1)NC1CCCC1 | -1.2 | 92.9 | 94.1 | -13.7 | 133 | 2.4% | 13.7 | 133 | -3.3%
CCCc1ccc(Oc2cn[nH]c2-c2ccc(O)c(C)c2O)cc1 | -9.3 | 81.7 | 91.0 | . | . | -3.1% | . | . | -121.7%
O=C(CN1C(=O)C2CC=C(Cl)CC2C1=O)N1CCOCC1 (configuration not stated) | 4.9 | 97.8 | 92.9 | 2.0 | 132 | . | -2.0 | 132 | .
Nc1ccc(C(=O)c2ccccc2C(=O)O)cc1Cl | -7.5 | 90.9 | 98.5 | 14.4 | 141 | 3.7% | -14.4 | 141 | -12.8%
O=C(CCSc1nc(-c2ccco2)cc(C(F)(F)F)n1)N1CCCc2ccccc21 | -4.6 | 74.0 | 78.6 | -1.7 | 171 | -10.9% | 1.7 | 171 | -62.9%
COC(=O)[C@H](CC(C)C)NC(=O)Nc1ccc2c(c1)OCCO2 | -10.0 | 88.6 | 98.5 | -4.3 | 116 | 1.3% | 4.3 | 116 | 5.3%
CC1CCC(C(C)C)C(OC(=O)CSc2nc(N)cc(=O)[nH]2)C1 (configuration not stated) | 3.5 | 75.6 | 72.1 | 0.9 | 178 | 5.4% | -0.9 | 178 | -8.1%
Cc1cc(C)nc(N2CCN(c3nc(C)cc(C)n3)CC2)n1 | 4.9 | 96.3 | 91.4 | 4.4 | 167 | -0.7% | -4.4 | 167 | -0.2%
CCC(C)OC(=O)C1C(c2ccccc2)C(C(=O)O)C1c1ccccc1 (configuration not stated) | 11.1 | 90.0 | 78.9 | 8.6 | 176 | 2.5% | -8.6 | 176 | -15.0%
O=C(CCn1cccc1)N1CCc2ccccc21 | -1.2 | 97.8 | 99.0 | . | . | -15.0% | . | . | 12.9%
O=C(Nc1cccc(Cl)c1Cl)C1CCN(c2ncccn2)CC1 | -19.1 | 84.7 | 103.8 | -1.1 | 144 | . | 1.1 | 144 | .
N#C/C(=N\Nc1ccccc1Cl)C(=O)c1ccccc1 | . | . | . | 17.9 | 138 | -9.0% | -17.9 | 138 | -0.2%
O=C1C2CC=C(Cl)CC2C(=O)N1CC1Cc2ccccc2CO1 (configuration not stated) | 0.5 | 82.0 | 81.5 | -17.6 | 167 | 52.1% | 17.6 | 167 | -29.3%
CCc1nn2c(=O)cc(N3CCN(c4cc(C)nc5ccccc45)CC3)nc2s1 | 7.2 | 77.3 | 70.1 | 18.3 | 162 | 1.9% | -18.3 | 162 | -16.9%
O=C(c1cccs1)N(Cc1cccc(Cl)c1)C1CCS(=O)(=O)C1 (configuration not stated) | -1.4 | 98.0 | 99.5 | 2.9 | 88 | 4.7% | -2.9 | 88 | 7.3%
CCN(CCCNc1ncnc2nc[nH]c12)c1cccc(C)c1 | -4.5 | 73.9 | 78.4 | . | . | 2.0% | . | . | -112.9%
O=C(O)c1cn[nH]c1-n1cnnn1 | 13.6 | 97.9 | 84.3 | 14.9 | 141 | 0.2% | -14.9 | 141 | -3.5%
CS(=O)(=O)N(CC(=O)NCc1ccccc1)Cc1ccc(Cl)cc1 | 4.0 | 106.2 | 102.1 | 35.2 | 193 | 2.8% | -35.2 | 193 | 11.0%
Cc1ccc(OCC(=O)NCCO)cc1C | -0.4 | 101.5 | 101.9 | -7.7 | 53 | -8.1% | 7.7 | 53 | 1.5%
O=C(Oc1cccc(-n2cnnn2)c1)c1ccco1 | -13.5 | 92.0 | 105.5 | -6.2 | 79 | . | 6.2 | 79 | .
COc1ccc(S(=O)(=O)N2CCC(C(=O)N3CCc4ccccc4C3)CC2)cc1OC | 14.9 | 88.7 | 73.8 | . | . | -10.0% | . | . | -61.5%
Cc1cc(NC(=O)c2noc3c2CCc2ccccc2-3)n(-c2ccccc2)n1 | -6.7 | 47.6 | 54.3 | . | . | 2.7% | . | . | 3.4%
Cc1ccc(NC(=O)COc2ccc(/C=N/NC(=O)CSCc3ccccc3)cc2)cc1 | . | . | . | -4.8 | 132 | -1.5% | 4.8 | 132 | 2.6%
C/C(=N/OC(=O)c1c(F)cccc1F)c1nccs1 | . | . | . | 11.3 | 135 | -6.8% | -11.3 | 135 | 9.1%
CC1CCN(C(=O)C2CCN(S(=O)(=O)c3cccc4nonc34)CC2)CC1 | . | . | . | 17.6 | 195 | -8.1% | -17.6 | 195 | -21.9%
CCC(=O)Nc1c(OC(=O)CC)ccc2c(C)cc(=O)oc12 | 0.3 | 94.9 | 94.6 | -6.5 | 179 | . | 6.5 | 179 | .
CCOc1ccc(NC(=O)C2CC(=O)N3CCCN=C3S2)cc1 (configuration not stated) | -3.1 | 97.5 | 100.6 | -6.1 | 178 | 5.4% | 6.1 | 178 | 16.6%
Cn1c(=O)c2c(nc(NCc3ccccc3)n2C)n(C)c1=O | 15.8 | 95.2 | 79.4 | 15.7 | 59 | -10.5% | -15.7 | 59 | -19.1%
CN(C)C(=O)COC(=O)[C@H](Cc1ccccc1)NC(=O)c1ccco1 | . | . | . | -12.8 | 177 | -3.2% | 12.9 | 177 | 5.4%
CCOC(=O)N1CCC(n2c(SCC(=O)N3CCC(C)CC3)nc3ccccc3c2=O)CC1 | 5.8 | 30.3 | 24.5 | 7.6 | 176 | 19.9% | -7.6 | 176 | 5.5%

Screening results: PubChem BioAssay, several laboratories
